Source: PubChem BioAssay
MITF primary: blocks human microphthalmia-associated transcription factor | AlphaScreen MITF homodimerization, bead proximity signal | inhibition, % at 2.6 µM | O75030 | hit rate 0.91% among 650,000 | AID 1259374; in the data active = inhibition above about 50%;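 also: 0% = vehicle wells with protein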
TEAD-YAP inh: TEAD-YAP interaction inhibition; AID 1259422; inhibition, % at 9.12 µM; hit rate 1.4% among 640,000; HEK-TIYL cells, TEAD-Gal4/YAP UAS-luciferase luminescence; in the data active = inhibition above about 32%;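 also: 0% = median of test compound wells and 100% = reference inhibitor wells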
GPR151 activ: human GPR151 activation | PathHunter beta-arrestin GPR151 cells, luminescence | Q8TDV0 | hit rate 1% among 650,000 | activation, % at 11.2 µM; in the data active = activation above about 4.9%;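 also: 0% = median of compound wells and 100% = cells with positive control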
FBW7 activator: human FBW7 E3 ligase activation, primary screen. normalized activity (activation), % at 26.1 µM. Q969H0. AID 1259310. hit rate 0.13% among 650,000. AlphaScreen FBW7–phospho-cyclin E peptide binding, activator screen; in the data active = normalized activity above about 1.9%;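 also: purified mutant Fbw7 with reduced substrate affinity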
Target sequence (Q969H0 whole entry, looked up): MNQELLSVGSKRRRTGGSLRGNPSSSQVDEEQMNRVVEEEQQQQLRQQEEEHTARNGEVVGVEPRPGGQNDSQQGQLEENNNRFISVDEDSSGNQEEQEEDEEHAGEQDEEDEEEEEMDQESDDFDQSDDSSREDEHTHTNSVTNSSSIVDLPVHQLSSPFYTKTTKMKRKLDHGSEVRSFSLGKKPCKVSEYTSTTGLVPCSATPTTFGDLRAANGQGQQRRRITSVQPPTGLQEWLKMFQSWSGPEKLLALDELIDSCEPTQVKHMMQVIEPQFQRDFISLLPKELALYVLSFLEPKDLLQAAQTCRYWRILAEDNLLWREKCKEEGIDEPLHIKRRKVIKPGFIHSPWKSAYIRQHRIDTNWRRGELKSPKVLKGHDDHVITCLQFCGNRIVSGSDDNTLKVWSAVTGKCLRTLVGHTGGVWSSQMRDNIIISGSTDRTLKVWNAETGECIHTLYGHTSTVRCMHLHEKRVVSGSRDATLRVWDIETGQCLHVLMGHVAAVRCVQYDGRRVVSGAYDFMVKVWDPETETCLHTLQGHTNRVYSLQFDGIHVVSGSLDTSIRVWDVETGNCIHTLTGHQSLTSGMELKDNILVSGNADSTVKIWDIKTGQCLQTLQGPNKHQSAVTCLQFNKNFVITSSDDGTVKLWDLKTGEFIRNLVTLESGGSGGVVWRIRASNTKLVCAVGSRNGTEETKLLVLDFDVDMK
Starred values were filed as active, the others as inactive; & = joins results of further samples.

Results for COc1cc(/C=C/c2ccc3cccc(OC(C)=O)c3n2)cc(OC)c1OC(C)=O ?
MITF primary: 7.9; TEAD-YAP inh: 7.5; GPR151 activ: -1.2; FBW7 activator: 0.2

What do the screens show for `CN(CCC#N)C(=O)C1CCN(S(=O)(=O)c2ccc(-n3cnnn3)cc2)CC1`?
MITF primary: -2.7; TEAD-YAP inh: 8.7; GPR151 activ: 0.2; FBW7 activator: -0.1

Results for CCOc1ccc(N2COc3ccc4ccccc4c3C2)cc1 ?
MITF primary: 10.5; TEAD-YAP inh: -2.5; GPR151 activ: -0.5; FBW7 activator: -0.1

How did N#C/C(=C/c1ccco1)c1nc2ccccc2[nH]1 do in these assays?
MITF primary: 0.1; TEAD-YAP inh: -25.3; GPR151 activ: -2.7; FBW7 activator: 0.0

What do the screens show for `Fc1ccc(Nc2ncnc3ccccc23)cc1`?
MITF primary: 0.7; TEAD-YAP inh: -14.6; GPR151 activ: 1.9; FBW7 activator: -0.1

What do the screens show for `Cc1ccc(N/C=C(\C#N)S(=O)(=O)c2ccccc2)cc1`?
MITF primary: 15.6; TEAD-YAP inh: 5.4; GPR151 activ: 0.5; FBW7 activator: 0.4

Results for O=C1c2c(Cl)c(Cl)c(Cl)c(Cl)c2C(=O)N1c1ccc2oc(-c3ccccc3)nc2c1 ?
MITF primary: 5.7; TEAD-YAP inh: -0.7; GPR151 activ: 0.0; FBW7 activator: -0.1

What do the screens show for `Cc1ccc(-c2cc(C(F)(F)F)n3nc(C(=O)NC(C)c4ccccc4)c(Cl)c3n2)cc1` (stereo not given)?
MITF primary: -18.6; TEAD-YAP inh: -1.8; GPR151 activ: -0.9; FBW7 activator: 0.1

What do the screens show for `O=C1CCCN1CCn1cnc2c(NCc3ccccc3)nc(N3CCC(N4CCOCC4)CC3)nc21`?
MITF primary: -2.5; TEAD-YAP inh: -13.5; GPR151 activ: -0.6; FBW7 activator: 0.0

What do the screens show for `CN=C1Sc2nc3ccc(C)cc3cc2CN1CC1CCCO1` (stereo not given)?
MITF primary: -4.3; TEAD-YAP inh: 4.3; GPR151 activ: -0.1; FBW7 activator: -0.2

How did C/C=C/COC(=O)C1=C(C)NC(=O)NC1c1ccc(OC)cc1 (stereo not given) do in these assays?
MITF primary: 1.4; TEAD-YAP inh: 0.1; GPR151 activ: 0.1; FBW7 activator: -0.1

How did COC(=O)c1c(NC(=O)c2cc(-c3ccc(C(C)C)cc3)nc3ccccc23)sc2c1CCCC2 do in these assays?
MITF primary: 10.4; TEAD-YAP inh: 2.6; GPR151 activ: 2.3; FBW7 activator: 0.1

Results for COc1ccc(C)cc1NC(=O)N1CCN(c2ccccn2)CC1 ?
MITF primary: -2.7; TEAD-YAP inh: 2.2; GPR151 activ: 2.4; FBW7 activator: 0.1

How did c1ccc(CNc2cc(Nc3ccncn3)ncn2)cc1 do in these assays?
MITF primary: 7.0&16.0; TEAD-YAP inh: -0.1&-15.0; GPR151 activ: 1.7&-0.1; FBW7 activator: 0.0&0.2

How did CN=C1SC(CC(=O)Nc2sc(C)c(C)c2C(=O)OC)C(=O)N1C (stereo not given) do in these assays?
MITF primary: -4.4; TEAD-YAP inh: -3.9; GPR151 activ: 0.3; FBW7 activator: -0.1

Results for N=C1S/C(=C\c2ccco2)C(=O)N1c1nonc1N ?
MITF primary: 81.8*; TEAD-YAP inh: -43.3; GPR151 activ: -1.3; FBW7 activator: -0.4

How did CC(C)C(NC(=O)COc1ccccc1)C(C)C do in these assays?
MITF primary: -17.7; TEAD-YAP inh: -9.2; GPR151 activ: 0.3; FBW7 activator: -0.1

How did CC1CCC(C(C)C)C(OC(=O)NC(=O)c2ccccc2)C1 (stereo not given) do in these assays?
MITF primary: -6.4; TEAD-YAP inh: -16.6; GPR151 activ: 0.0; FBW7 activator: -0.1

Results for O=C(NCCc1ccncc1)c1cc(COc2ccc(F)cc2F)on1 ?
MITF primary: -3.1; TEAD-YAP inh: -5.6; GPR151 activ: -1.6; FBW7 activator: 0.1

What do the screens show for `CC(C)(C)n1nc2c(c1NC(=O)c1cccc(Br)c1)CSC2`?
MITF primary: -5.5; TEAD-YAP inh: -1.0; GPR151 activ: 0.2; FBW7 activator: 0.1

What do the screens show for `c1ccc(SCc2cn3cccnc3n2)cc1`?
MITF primary: -0.1; TEAD-YAP inh: -30.5; GPR151 activ: -0.4; FBW7 activator: 0.2

How did COc1ccccc1NC(=S)NCC(C)C do in these assays?
MITF primary: -1.6; TEAD-YAP inh: -4.3; GPR151 activ: 0.9; FBW7 activator: 0.0

Results for C=CCn1c(=NC(=O)C2CC2)sc2cccc(F)c21 ?
MITF primary: -6.0; TEAD-YAP inh: -2.8; GPR151 activ: -1.6; FBW7 activator: -0.2

What do the screens show for `CCOc1ccc2[nH]c(=O)c(CN(CCOC)C(=O)c3cccc(C)c3)cc2c1`?
MITF primary: 5.8; TEAD-YAP inh: -1.2; GPR151 activ: 0.7; FBW7 activator: 0.0

Results for CN1CC(=O)N2CCN(Cc3cnn(-c4cccc(Cl)c4)c3)C[C@@H]2C1=O ?
MITF primary: 7.4; TEAD-YAP inh: 10.9; GPR151 activ: -2.1; FBW7 activator: -0.2

Results for Cc1ccc(N2CC(NC(=O)NCCN3CCN(c4ccccc4)CC3)CC2=O)cc1C (stereo not given) ?
MITF primary: 1.8; TEAD-YAP inh: 2.6; GPR151 activ: 0.0; FBW7 activator: -0.1

Results for COc1ccc(C(=O)n2nc(C)c(Br)c2C)cc1OC ?
MITF primary: -5.2; TEAD-YAP inh: 2.3; GPR151 activ: 0.0; FBW7 activator: 0.0

How did COc1ccc(C)cc1S(=O)(=O)N(C)CC(=O)NC1CCCC1 do in these assays?
MITF primary: -0.2; TEAD-YAP inh: -5.8; GPR151 activ: -1.5; FBW7 activator: -0.2

Results for CCNC(=O)[C@@H]1C[C@@H](NCc2ccc(OC)c3ccccc23)CN1C1Cc2ccccc2C1 ?
MITF primary: 3.2; TEAD-YAP inh: -8.1; GPR151 activ: 1.8; FBW7 activator: 0.0

What do the screens show for `O=C(Nc1nnc(COc2ccccc2)o1)c1cc(Br)ccc1Cl`?
MITF primary: 11.9; TEAD-YAP inh: 2.9; GPR151 activ: 4.9*; FBW7 activator: 0.0

Five compounds from above, sorted by molar mass, lowest first:
How did COc1ccccc1NC(=S)NCC(C)C do in these assays?
MITF primary: -1.6; TEAD-YAP inh: -4.3; GPR151 activ: 0.9; FBW7 activator: 0.0

What do the screens show for `c1ccc(SCc2cn3cccnc3n2)cc1`?
MITF primary: -0.1; TEAD-YAP inh: -30.5; GPR151 activ: -0.4; FBW7 activator: 0.2

Results for C=CCn1c(=NC(=O)C2CC2)sc2cccc(F)c21 ?
MITF primary: -6.0; TEAD-YAP inh: -2.8; GPR151 activ: -1.6; FBW7 activator: -0.2

What do the screens show for `O=C(Nc1nnc(COc2ccccc2)o1)c1cc(Br)ccc1Cl`?
MITF primary: 11.9; TEAD-YAP inh: 2.9; GPR151 activ: 4.9*; FBW7 activator: 0.0

Results for Cc1ccc(N2CC(NC(=O)NCCN3CCN(c4ccccc4)CC3)CC2=O)cc1C (stereo not given) ?
MITF primary: 1.8; TEAD-YAP inh: 2.6; GPR151 activ: 0.0; FBW7 activator: -0.1

Carrying on.
What do the screens show for `CCN1C(=O)/C(=C/c2c(NCc3ccco3)nc3ccc(C)cn3c2=O)SC1=S`?
MITF primary: 8.2; TEAD-YAP inh: 0.7; GPR151 activ: 0.1; FBW7 activator: 0.1

Results for Nc1ccccc1Nc1ccc([N+](=O)[O-])cc1C(=O)O ?
MITF primary: 8.2; TEAD-YAP inh: -30.7; GPR151 activ: 0.3; FBW7 activator: -0.2

What do the screens show for `Cc1cc(=O)oc2cc(OCC(=O)Nc3ccccc3I)ccc12`?
MITF primary: 8.7; TEAD-YAP inh: -0.3; GPR151 activ: -1.5; FBW7 activator: 0.6

How did CC(=O)c1ccc(-c2ccc(C(=O)NC3CCCCC3)c(NCc3cccnc3)n2)s1 do in these assays?
MITF primary: -13.4; TEAD-YAP inh: -0.2; GPR151 activ: -0.1; FBW7 activator: -0.2

How did CCOC(=O)c1c(NC(=O)C(C)Sc2nnc(CNC(=O)COc3ccccc3)n2C)sc2c1CCC2 (stereo not given) do in these assays?
MITF primary: 3.3; TEAD-YAP inh: -0.1; GPR151 activ: 0.7; FBW7 activator: 0.0

Results for Cc1ccc(Cl)cc1NC(=O)N[C@H]1C[C@H]2C(=O)N[C@H]([C@H](C)O)C(=O)N2C1 ?
MITF primary: 5.4; TEAD-YAP inh: 1.3; GPR151 activ: 0.0; FBW7 activator: -0.5

What do the screens show for `CCOC(=O)c1cnc(SCc2cccc(OC)c2)nc1N`?
MITF primary: -12.6; TEAD-YAP inh: -40.9; GPR151 activ: -0.7; FBW7 activator: -0.3

What do the screens show for `CCOc1ccccc1CN1C(=O)C2C(C(=O)Nc3cccc(Cl)c3)C3C=CC2(O3)C1C(=O)NC1CCCCC1` (stereo not given)?
MITF primary: 8.2; TEAD-YAP inh: -5.4; GPR151 activ: 0.5; FBW7 activator: 0.1

Results for Cc1ccc(C(=O)Nc2ccc3oc(-c4cc(Cl)ccc4Cl)nc3c2)cc1 ?
MITF primary: 2.1; TEAD-YAP inh: -6.9; GPR151 activ: 1.7; FBW7 activator: 0.0

How did Cc1cc[n+](Cc2cnc(C)nc2N)cc1 do in these assays?
MITF primary: 3.0&15.0; TEAD-YAP inh: 6.0&-0.5; GPR151 activ: 1.3&1.0; FBW7 activator: -0.1&0.2

How did COc1ccccc1NC(=O)C1=C(C)NC(=S)NC1c1cccc(OC)c1OC (stereo not given) do in these assays?
MITF primary: 11.9; TEAD-YAP inh: 13.0; GPR151 activ: -0.6; FBW7 activator: 0.1

How did CC(Nc1cnn(C23CC4CC(CC(C(=O)O)(C4)C2)C3)c(=O)c1Cl)c1ccccc1 (stereo not given) do in these assays?
MITF primary: 1.6; TEAD-YAP inh: 1.4; GPR151 activ: -0.9; FBW7 activator: 0.0

What do the screens show for `N#C/C=C(\c1ccc([N+](=O)[O-])cc1)N1c2cccc3cccc(c23)S1(=O)=O`?
MITF primary: 7.2; TEAD-YAP inh: 10.2; GPR151 activ: 2.1; FBW7 activator: -0.1

How did COc1ccccc1NC(=O)c1ccc2c(=O)n(-c3cccc(C(F)(F)F)c3)c(=S)[nH]c2c1 do in these assays?
MITF primary: -2.0; TEAD-YAP inh: -9.3; GPR151 activ: -2.2; FBW7 activator: 0.0

Results for Cc1ccccc1NC(=O)C1CCCN1C(=O)Nc1ccc(F)cc1F (stereo not given) ?
MITF primary: 13.4; TEAD-YAP inh: 6.3; GPR151 activ: -0.8; FBW7 activator: -0.1

How did COC(=O)c1ccc(NC(=O)CSc2nnc(C3CCCCC3)o2)cc1 do in these assays?
MITF primary: -2.7; TEAD-YAP inh: -0.5; GPR151 activ: 0.6; FBW7 activator: -0.2

Results for CN(C)c1ccc(/C=C/C=C2/SC(N)=NC2=O)cc1 ?
MITF primary: 17.0; TEAD-YAP inh: -25.1; GPR151 activ: -1.0; FBW7 activator: -0.1

What do the screens show for `O=C(Nc1nc2c(Cl)ccc(Cl)c2s1)C1=COCCO1`?
MITF primary: 2.3; TEAD-YAP inh: -16.5; GPR151 activ: 0.8; FBW7 activator: 0.1

Results for CC1=CC(C)(C)N(C(=O)CN2C(=O)CCC2=O)c2cc(C)ccc21 ?
MITF primary: 5.4; TEAD-YAP inh: 3.3; GPR151 activ: 11.8*; FBW7 activator: -0.2

What do the screens show for `COc1cccc(CC2(CO)CCN(C(=O)Cn3cnnn3)CC2)c1`?
MITF primary: 11.1; TEAD-YAP inh: 4.0; GPR151 activ: -1.9; FBW7 activator: 0.2

What do the screens show for `Cc1cc(=O)[nH]c2nnc(-c3ccc(F)cc3)n12`?
MITF primary: 3.4; TEAD-YAP inh: -13.4; GPR151 activ: -2.8; FBW7 activator: 0.1

How did CCC(C)(C)OCC(O)CN1CCc2cc(OC)c(OC)cc2C1 (stereo not given) do in these assays?
MITF primary: 6.8; TEAD-YAP inh: -10.9; GPR151 activ: 2.6; FBW7 activator: -0.2

How did CCOC(=O)c1ccc(N=Cc2c(O)n(-c3ccc(Cl)cc3)c(=S)[nH]c2=O)cc1 do in these assays?
MITF primary: 21.3; TEAD-YAP inh: -2.5; GPR151 activ: -1.7; FBW7 activator: 0.5

How did Cc1cc(C)nc(NC(=O)CN2CCN(c3ccccc3F)C2=O)n1 do in these assays?
MITF primary: 2.5; TEAD-YAP inh: -2.8; GPR151 activ: 0.8; FBW7 activator: 0.1

Results for CC(=O)Nc1ccc(SCC(=O)Nc2ccc3[nH]c(=O)[nH]c3c2)cc1 ?
MITF primary: 7.2; TEAD-YAP inh: 9.3; GPR151 activ: -0.1; FBW7 activator: -0.1

Results for CCOC(=O)N1CCN(C(=O)Cc2ccc(Cl)cc2)CC1 ?
MITF primary: 4.8; TEAD-YAP inh: -7.7; GPR151 activ: -0.7; FBW7 activator: 0.3

What do the screens show for `Cc1cc(N(CC(=O)Nc2ccc3c(c2)OCO3)S(C)(=O)=O)ccc1Br`?
MITF primary: 16.7; TEAD-YAP inh: -10.1; GPR151 activ: 0.1; FBW7 activator: -0.2

How did Cc1ccc(-n2nc3c(c2NC(=O)c2cc(Cl)ccc2Cl)CS(=O)(=O)C3)cc1 do in these assays?
MITF primary: 6.6; TEAD-YAP inh: -6.8; GPR151 activ: -0.8; FBW7 activator: -0.3
